Screening results: PubChem, NCI
yeast mec2-1 – NCI yeast anticancer drug screen, S. cerevisiae mec2-1 strain. % growth inhibition at 50 µM. 9% of 79,000 active. AID 157;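 note: 0% = growth of vehicle-only cultures of the same strain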
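Test agents were screened against the mec2-1 yeast strain, with defined DNA repair or cell cycle alteration. Growth was scored as inhibition against vehicle-only controls.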
yeast bub3 – NCI yeast anticancer drug screen, S. cerevisiae bub3 mutant strain; growth inhibition, % at 50 µM; AID 167; 9.9% of 78,000 active;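 note: 0% = growth of vehicle-only cultures of the same strain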
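Readout: yeast growth inhibition, expressed relative to vehicle-only wells. The test organism is a mutant strain from a panel with lesions in DNA repair or checkpoint genes.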
yeast cln2 rad14 – NCI yeast anticancer drug screen, S. cerevisiae cln2 rad14 strain; growth inhibition, % at 50 µM; 8.3% of 78,000 active;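 note: 0% = growth of vehicle-only cultures of the same strain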
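Compounds are applied to the cln2 rad14 yeast strain, and growth is then compared with that of vehicle-treated cultures to give inhibition.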
yeast rad50 – NCI yeast anticancer drug screen, S. cerevisiae rad50 strain; % growth inhibition at 50 µM; 10% of 79,000 active; AID 155;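 note: 0% = growth of vehicle-only cultures of the same strain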
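Relative growth inhibition (compound vs vehicle) was measured in yeast with a defined repair-gene alteration.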
yeast mlh1 rad18 – NCI yeast anticancer drug screen, S. cerevisiae mlh1 rad18 strain; 11% of 79,000 active; % growth inhibition at 50 µM;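 note: 0% = growth of vehicle-only cultures of the same strain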
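Vehicle-treated cultures served as the reference for growth inhibition in a yeast strain carrying DNA damage repair alterations exposed to each compound.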
sgs1 mgt1 – NCI yeast anticancer drug screen, S. cerevisiae sgs1 mgt1 strain. 10% of 78,000 active. growth inhibition, % at 50 µM. AID 161;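 note: 0% = growth of vehicle-only cultures of the same strain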
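Mutant yeast exposed to compound; growth scored against vehicle-only wells.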
* = called active by the depositor; / = not tested or not shown; & = joins results of further samples. Cut-off read from the data, not from the text of the source: active = growth inhibition above about 70%; inactive = the rest.

Under each structure – yeast mec2-1	yeast bub3	yeast cln2 rad14	yeast rad50	yeast mlh1 rad18	sgs1 mgt1
#1 Cc1ccc(C(=O)/C=C\C=C\c2ccccc2)cc1
    28	51	-4	17	20	42
#2 CC1(C)OC(/C=C2\N=C(c3ccccc3)SC2=O)C2CC(=O)c3ccccc3C2(C)O1 (stereo not given)
    23	6	21	23	29	37
#3 O=C(O)CCC(NC(=O)c1c(Cl)cccc1Cl)C(=O)O (stereo not given)
    6	14	16	1	9	4
#4 CN(C)CCOC(=O)c1ccc(N)cc1
    2	23	-20	-6	-8	-32
#5 O=C(CCl)NCCc1ccccc1
    6	25	13	18	1	0
#6 O=C1Nc2ccc(S(=O)(=O)O)cc2C1=O
    25	/	/	22	33	/
#7 COc1cc(-c2ccc([NH2+][B-](F)(F)F)c(OC)c2)ccc1[NH2+][B-](F)(F)F
    -2	9	29	22	19	37
#8 C(/CCC/C=N/Nc1ccccc1)=N\Nc1ccccc1
    -6	0	22	44	46	20
#9 O=C1c2ccccc2-c2cc(S)ccc21
    4	2	-25	-3	8	-23
#10 COC(=O)NC(CI)c1ccccc1 (stereo not given)
    -6	-6	9	15	24	8
#11 Nc1cc(Nc2ccccc2)nc(=O)[nH]1
    -1	-7	-75	-3	5	-5
#12 COC(=O)C1C2OC3C(OC(=O)C31)C2Br (stereo not given)
    10	7	2	-5	-11	8
#13 CN(C(=O)C(Cl)Cl)c1ccc(-c2csc(-c3ccccc3)n2)cc1
    34	97*	96*	13	22	-7
#14 COc1cc(/C=C\C=O)cc(OC)c1OC
    -9	-21	-19	7	13	-7
#15 CSc1nc(C)cc(Nc2ccc(O)c(CN3CCCCC3)c2)n1
    -20	-33	10	19	3	-27
#16 O=c1[nH]c(/C=C/c2ccccc2)c([N+](=O)[O-])c(=O)[nH]1
    3	27	-20	-7	17	-13
#17 CCOC(=O)c1nnc2cc(-c3ccccc3)nn2c1-c1ccccc1
    22	66	41	51	39	75*
#18 CC(=O)c1ccccc1Cc1cccc2c(Cl)cccc12
    6	2	-1	5	19	10
#19 Cc1cc(O)cc(C)c1[N+](=O)[O-]
    50	29	24	55	64	80*
#20 O=[N+]([O-])c1ccc(/C=N/C(/N=C/c2ccc([N+](=O)[O-])cc2)c2ccc([N+](=O)[O-])cc2)cc1
    -6	-4	2	8	24	6
#21 N#CCc1ccccc1C(=O)O
    -13&-2	-16&10	-2&11	-24&18	-16&23	-18&23
#22 COc1ccc(C2=C(c3ccccc3)C(=O)C(c3ccccc3)=C2c2ccccc2)cc1
    -13	-2	13	-13	-6	-9
#23 O=C(NNC(=S)NC1OC(CO)C(O)C(O)C1O)c1cccc(C(=O)NNC(=S)NC2OC(CO)C(O)C(O)C2O)n1 (stereo not given)
    -23&20	8&17	8&21	1&1	15&27	25&31
#24 CC1CCC2(CC1)NN=c1s/c(=C\c3ccc(O)cc3)c(=O)n1N2 (stereo not given)
    -2	-21	9	-9	-20	-22
#25 COc1ccccc1NC(=S)NCCO
    9	21	1	7	14	18
#26 CC(=O)Nc1ccc(S(=O)(=O)NNc2nc(N3CCCC3)nc(N3CCCC3)n2)cc1
    -8	-1	2	2	2	-14
#27 CC(C)c1ccc(CNc2ccccn2)cc1
    -21	-18	12	-11	-6	-36
#28 CC(C)C(NC(=O)Oc1ccccc1)C(=O)NC1c2c(Br)sc(Br)c2C(=O)C1O (stereo not given)
    21	23	35	9	-26	27
#29 OC(c1ccccc1)(c1ccccc1)C1CCCO1 (stereo not given)
    4	21	2	11	-2	11
#30 CCCCCCCCCCCCSSC(=S)OC(C)C
    38	44	17	47	44	46

The closing 2 records of the section before come first, to join the parts.
Under each structure – yeast mec2-1	yeast bub3	yeast cln2 rad14	yeast rad50	yeast mlh1 rad18	sgs1 mgt1
#29 OC(c1ccccc1)(c1ccccc1)C1CCCO1 (stereo not given)
    4	21	2	11	-2	11
#30 CCCCCCCCCCCCSSC(=S)OC(C)C
    38	44	17	47	44	46
#31 CCOc1ccc(N)c(SCC(=O)O)c1
    0	-7	-44	-14	6	-10
#32 S=C(S)N1CCCNCC1 (tested in a mixture with another compound)
    -8	-15	-43	-7	-10	2
#33 N#Cc1cccc2c(S(=O)(=O)O)cccc12
    4	-3	-17	-13	-11	12
#34 O=C(O)c1cc(Nc2nc(Cl)nc(Cl)n2)ccc1-c1c2ccc(=O)cc-2oc2cc(O)ccc12
    21	-1	10	37	50	23
#35 CCN(CC)CCOC(=O)C1C(c2ccccc2)C1(c1ccccc1)c1ccccc1 (stereo not given)
    63	75*	77*	73*	93*	89*
#36 O=C(OCOC(=O)N1CCOCC1)N1CCOCC1
    -7	-2	18	2	-5	1
#37 CO/N=C(\C([O-])=N\[n+]1cnn(CC(=O)OC(C)(C)C)c1)c1csc(NC(c2ccccc2)(c2ccccc2)c2ccccc2)n1
    1	15	8	39	-10	11
#38 CCC1CCC(C)N(C(=O)OC(C)C)C1 (stereo not given)
    -21	2	-32	6	-7	4
#39 CCN(CC)CCOC(=O)c1ccc(NC(=O)OCCC(C)OC(=O)Nc2ccc(C(=O)OCCN(CC)CC)cc2)cc1 (stereo not given)
    1	-7	-4	-2	12	-2
#40 Nc1ncnc2c1[nH]c(=O)n2C1OC(CO)C2OC21 (stereo not given)
    21	-13	-28	-18	-8	2
#41 CC(C)CC1OCC(C)(C)C(C(C)C)O1 (stereo not given)
    -6	0	2	-8	0	-17
#42 COc1cc2c(cc1OC)-c1nc(N)sc1CC2
    85*	86*	86*	87*	88*	82*
#43 CC(=O)c1cc(Cl)ccc1OCC(O)CNc1ccc(Cl)cc1C(=O)c1ccccc1 (stereo not given)
    38	-4	34	18	7	10
#44 Cc1cc(C)c(CSC#N)cc1CSC#N
    -12	-6	10	14	-2	-11
#45 C=C1C(=O)OC2C[C@H](C)C3C[C@H](O)[C@H](O)[C@@]3(C)CC12 (stereo not given in full)
    24	52	30	38	28	21

Sorted by heavy-atom count (highest first): part of the list above
Under each structure – yeast mec2-1	yeast bub3	yeast cln2 rad14	yeast rad50	yeast mlh1 rad18	sgs1 mgt1
#22 COc1ccc(C2=C(c3ccccc3)C(=O)C(c3ccccc3)=C2c2ccccc2)cc1
    -13	-2	13	-13	-6	-9
#35 CCN(CC)CCOC(=O)C1C(c2ccccc2)C1(c1ccccc1)c1ccccc1 (stereo not given)
    63	75*	77*	73*	93*	89*
#15 CSc1nc(C)cc(Nc2ccc(O)c(CN3CCCCC3)c2)n1
    -20	-33	10	19	3	-27
#3 O=C(O)CCC(NC(=O)c1c(Cl)cccc1Cl)C(=O)O (stereo not given)
    6	14	16	1	9	4
#45 C=C1C(=O)OC2C[C@H](C)C3C[C@H](O)[C@H](O)[C@@]3(C)CC12 (stereo not given in full)
    24	52	30	38	28	21
#31 CCOc1ccc(N)c(SCC(=O)O)c1
    0	-7	-44	-14	6	-10
#19 Cc1cc(O)cc(C)c1[N+](=O)[O-]
    50	29	24	55	64	80*

Exported with each value named: part of the list above.
#37 CO/N=C(\C([O-])=N\[n+]1cnn(CC(=O)OC(C)(C)C)c1)c1csc(NC(c2ccccc2)(c2ccccc2)c2ccccc2)n1
  yeast mec2-1 = 1 | yeast bub3 = 15 | yeast cln2 rad14 = 8 | yeast rad50 = 39 | yeast mlh1 rad18 = -10 | sgs1 mgt1 = 11
#32 S=C(S)N1CCCNCC1 (tested in a mixture with another compound)
  yeast mec2-1 = -8 | yeast bub3 = -15 | yeast cln2 rad14 = -43 | yeast rad50 = -7 | yeast mlh1 rad18 = -10 | sgs1 mgt1 = 2
#40 Nc1ncnc2c1[nH]c(=O)n2C1OC(CO)C2OC21 (stereo not given)
  yeast mec2-1 = 21 | yeast bub3 = -13 | yeast cln2 rad14 = -28 | yeast rad50 = -18 | yeast mlh1 rad18 = -8 | sgs1 mgt1 = 2
#42 COc1cc2c(cc1OC)-c1nc(N)sc1CC2
  yeast mec2-1 = 85* | yeast bub3 = 86* | yeast cln2 rad14 = 86* | yeast rad50 = 87* | yeast mlh1 rad18 = 88* | sgs1 mgt1 = 82*

Carrying on.
Under each structure – yeast mec2-1	yeast bub3	yeast cln2 rad14	yeast rad50	yeast mlh1 rad18	sgs1 mgt1
#46 COC(=O)c1cc(OC)c(O)c(OC)c1
    0	4	-12	-1	-20	17
#47 Cc1ccc(C)n1-n1c(Cc2ccc(Cl)cc2)n[nH]c1=O
    3	-4	8	8	13	16
#48 CCN1C(N)=NC(N)=NC1c1ccccc1 (stereo not given)
    13	31	0	4	5	20
#49 NC(N)=Nc1ccc(CC(N)NCC(=O)O)cc1 (stereo not given)
    -5	11	18	18	-20	-8
#50 O=C(O)c1ccc(C(=O)O)nc1
    -5	5	-14	-40	-1	1
#51 CCN(CC)CCOC(=O)COc1ccc2ccccc2c1
    38	8	20	18	7	22
#52 CCCCCC(C)NCCOC(=O)c1ccccc1 (stereo not given)
    -11	76*	67	51	40	59
#53 N#CCC(=O)Nc1ccccc1O
    -4	14	12	29	25	15
#54 NC(=S)N/N=C/C(O)C(O)C(O)CO (stereo not given)
    -25	-13	-37	-12	-15	-14
#55 CCC(=O)NC(N)=O
    -5	3	6	10	10	6
#56 CSCCC(NC(=O)C(CCSC)NS(=O)(=O)Cc1ccccc1)C(=O)NNc1ccccc1 (stereo not given)
    8	18	51	48	64	35
#57 Clc1ccc(C2ON=C(c3ccccc3)N2C23CC4CC(CC(C4)C2)C3)cc1 (stereo not given)
    -27	-12	0	-23	-1	-24
#58 CCOc1ccccc1C(=O)N(CC)CC
    -3	-10	-6	-9	-6	-5
#59 CCc1n[nH]c(=O)n1/N=C/c1c(O)ccc2ccccc12
    11	6	9	0	19	1
#60 O=C1C(=C2CCCC2)CCC1CN1CCCCC1 (stereo not given)
    69	56	44	76*	64	59
#61 C=CCNCC(O)C(F)(F)C(F)(F)C(F)(F)C(F)(F)C(F)(F)C(F)(F)F (stereo not given)
    29	8	-7	22	28	32
#62 CCSC(CC(=O)O)C(=O)O (stereo not given)
    -7	36	1	10	-1	5
#63 CN(C)c1nc(Cl)nc2c1ncn2-c1ccccc1
    -23	-31	-11	10	-5	3
#64 C1=C(c2ccccc2)C(c2ccccc2)C(c2ccccc2)C/C1=N/OCCN1CCCC1 (stereo not given)
    100*	99*	55	99*	98*	100*
#65 CCCCNC(=O)CC
    -11	15	5	3	-2	3
#66 CN(N=O)c1ccc(N=Nc2ccccc2)cc1
    -1	19	-4	-5	20	8
#67 CC(=O)Nc1nnn(C)n1
    -6	9	-40	-5	-3	1
#68 c1ccc(C(c2ccccc2)C2CSC2)cc1
    -3	-22	-17	-18	-6	-6
#69 COc1ccc(C2CC(c3ccccc3)=Nc3ccccc3S2)cc1OC (stereo not given)
    -26	2	4	0	4	12
#70 CN(C)CCC(C(=O)NCc1ccccc1)C(=O)NCc1ccccc1
    -10	-3	-17	-6	-17	1
